# Bioassay records deposited in PubChem by several laboratories.
# IDE act: IDE (human) activation, cell-based; HEK cells, FAbeta-B cleavage, fluorescence polarization; 0% vehicle, 100% cell-free pure enzyme wells; activation, % at 5.96 µM; 340,000 tested, 0.073% active;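 active means activation above the mean of all tested compounds plus 3 SD, set per screening campaign, cut at about 17% in these data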
# MEKK2 WT-MEK5: raises or lowers MEK5 binding to wildtype human MEKK2 PB1 domain; Q9Y2U5; bead flow cytometry, Alexa488-MEK5 binding to MEKK2 WT; actives lie on both sides; binding response (% of control), % at 10 µM; 290,000 tested, 1.1% active; in the data active means binding response below about 67% or above about 130%
# IDE inh: cellular human IDE inhibition; P14735; HEK cells, FAbetaB cleavage, fluorescence polarization; inhibition, % at 5.59 µM; 320,000 tested, 0.41% active; AID 434962;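 active means percent inhibition above the average of all tested compounds plus 3 SD, set per screening campaign, cut at about 16% in these data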;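 further: IDE supplied by intact live HEK cells; FP after avidin binding of uncleaved biotin substrate so inhibition keeps polarization high; 0% = DMSO wells and 100% = 60 µM reference IDE inhibitor Ii1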
# pCIP destab: p/CIP protein destabilization | F442A p/CIP-EGFP cells, EGFP fluorescence, 16 h | decrease of EGFP signal, % at 10 µM | Q05BA5 | AID 1984 | 290,000 tested, 0.01% active;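 active means EGFP signal decrease of at least 30% at 10 µM or well 3 SD below plate mean, unless failing retest; inactive means the rest, including hits failing retest or dose response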; further: some compounds called inactive have numbers as strong as hits; many of its hits are not listed in these tables
# Target sequence (Q05BA5 1-1403): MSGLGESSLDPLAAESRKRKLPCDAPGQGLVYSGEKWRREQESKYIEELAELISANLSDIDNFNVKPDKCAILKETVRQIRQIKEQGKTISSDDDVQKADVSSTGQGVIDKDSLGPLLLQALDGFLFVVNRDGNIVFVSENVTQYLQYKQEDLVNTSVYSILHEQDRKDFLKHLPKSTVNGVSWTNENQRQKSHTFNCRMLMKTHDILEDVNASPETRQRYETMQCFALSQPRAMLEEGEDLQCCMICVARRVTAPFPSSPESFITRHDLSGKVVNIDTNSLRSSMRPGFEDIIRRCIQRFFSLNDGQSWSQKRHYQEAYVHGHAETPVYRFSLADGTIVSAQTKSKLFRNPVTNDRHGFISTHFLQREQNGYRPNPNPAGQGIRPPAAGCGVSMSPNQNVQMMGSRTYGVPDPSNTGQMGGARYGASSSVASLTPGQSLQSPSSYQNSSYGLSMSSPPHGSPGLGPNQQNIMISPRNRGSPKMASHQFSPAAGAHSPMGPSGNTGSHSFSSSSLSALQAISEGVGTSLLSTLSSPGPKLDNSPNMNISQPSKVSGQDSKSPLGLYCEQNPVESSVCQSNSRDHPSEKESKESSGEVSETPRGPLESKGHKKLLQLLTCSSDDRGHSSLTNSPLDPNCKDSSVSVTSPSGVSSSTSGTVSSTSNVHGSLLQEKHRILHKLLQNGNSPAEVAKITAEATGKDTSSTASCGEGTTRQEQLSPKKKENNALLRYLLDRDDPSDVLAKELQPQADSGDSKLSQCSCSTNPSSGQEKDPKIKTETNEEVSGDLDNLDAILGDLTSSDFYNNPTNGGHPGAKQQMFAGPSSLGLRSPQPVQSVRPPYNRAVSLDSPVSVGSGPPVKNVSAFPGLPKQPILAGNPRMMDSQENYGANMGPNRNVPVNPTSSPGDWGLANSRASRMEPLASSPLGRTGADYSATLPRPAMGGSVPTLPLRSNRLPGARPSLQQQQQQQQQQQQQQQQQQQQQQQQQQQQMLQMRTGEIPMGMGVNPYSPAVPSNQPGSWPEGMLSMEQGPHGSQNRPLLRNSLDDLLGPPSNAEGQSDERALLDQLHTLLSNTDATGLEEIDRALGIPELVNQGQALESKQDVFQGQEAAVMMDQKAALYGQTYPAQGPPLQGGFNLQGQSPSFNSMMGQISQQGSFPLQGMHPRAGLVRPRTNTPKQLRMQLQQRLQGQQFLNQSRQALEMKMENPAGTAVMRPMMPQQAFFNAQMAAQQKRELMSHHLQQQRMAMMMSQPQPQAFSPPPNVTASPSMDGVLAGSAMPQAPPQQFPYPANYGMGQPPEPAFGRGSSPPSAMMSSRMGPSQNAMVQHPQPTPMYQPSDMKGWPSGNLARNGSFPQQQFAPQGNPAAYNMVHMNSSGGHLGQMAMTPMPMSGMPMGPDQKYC
# PfM18AAP inh: PfM18AAP enzyme inhibition; 290,000 tested, 1.2% active; inhibition, % at 7.35 µM; AID 1822; recombinant PfM18AAP, H-Glu-NHMec fluorogenic cleavage;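 active means inhibition above the campaign mean inhibition over all tested compounds plus 3 SD, cut at about 28% in these data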;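 further: 0% = plate median of test compound wells and 100% = 2 mM ZnCl2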
# MEKK3 PB1 HTS: raises or lowers MEK5 binding to the human MEKK3 PB1 domain | Q99759 | bead-based flow cytometry, Alexa488-MEK5 binding to MEKK3; actives lie on both sides; 0 = blocked by unlabeled MEK5, 100 = vehicle | binding response (% of control), % at 10 µM | 290,000 tested, 1.4% active | AID 1529;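 active means binding response more than 3 SD above or below the average of its plate-row segment, actives on both sides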;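 further: Alexa488 bead fluorescence after subtracting the streptavidin-only scavenger bead signal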
# NALP1 inh: NALP1 inhibition | inhibition, % at 10 µM | S. cerevisiae NALP1/ASC/caspase-1 growth, X-gal OD620, 72 h | 280,000 tested, 0.61% active; in the data active means inhibition mostly above about 24%, no sharp cut-off; inactive means mostly below about 32%; further: some compounds called inactive have numbers as strong as hits
# MEKK2mut PB1 HTS: signal of MEK5 binding to mutant human MEKK2 PB1 domain | bead flow cytometry, Alexa488-MEK5 binding to MEKK2 mutant | percent response, % at 10 µM | 290,000 tested, 0.35% active | AID 1530; in the data active means percent response above about 24%, passing the limit was not always enough; further: inactives centre near 1; some results filed as inactive read as strong as hits; reference of the scale not given here
# UBC9 SUMO inh: blocks human SUMOylation mediated by UBC9. 290,000 tested, 0.36% active. HTRF SUMOylation assay, SAE1/SAE2 + UBC9, in vitro. inhibition, % at 35 µM. P63279; in the data active means inhibition above about 50%, passing the limit was not always enough; further: strong numbers were not always called active
# * marks the source's active call; other numbers are inactive results; · = no result given; & = joins results of further samples; [ ] = dose if it differs, or a comment. An excerpt. The share of hits here may be higher or lower than overall.
IDE act	MEKK2 WT-MEK5	IDE inh	pCIP destab	SMILES	PfM18AAP inh	MEKK3 PB1 HTS	NALP1 inh	MEKK2mut PB1 HTS	UBC9 SUMO inh
2	103	4	-13	COc1cccc2cc(C(=O)NCc3ccc(Cl)cc3)c(=N)oc12	2	104	25	4	22
-2	88	1	-3	Nc1nc(Sc2c([N+](=O)[O-])cc(C(F)(F)F)cc2[N+](=O)[O-])n[nH]1	-92	91	4	-7	10
2	106	0	-10	CCS(=O)(=O)NCCc1cc2c(OC)ccc(OC)c2[nH]c1=O	-6	105	10	3	15
-7	101	-1	-6	Cn1c2ccc(F)cc2c2ncn(Cc3ccccn3)c(=O)c21	0	105	6	4	-4
8	117	3	4	Oc1ccccc1CN1CCCC(N2CCc3ccccc3C2)C1 (stereo not drawn)	7	107	22	7	16
-1	109	0	-7	COCCNC(=O)c1ccc(NS(C)(=O)=O)cc1	-2	106	11	8	26
1	99	5	-6	Cc1cccc(NC(=O)CSc2nnc(-c3ccco3)o2)c1	-3	101	15	2	23
-2	99	4	-15	CN(C)S(=O)(=O)c1cccc(C(=O)Nc2n[nH]c(C(F)(F)F)n2)c1	2	101	6	4	26
4	105	4	-13	OCCC1CN(Cc2ccc3c(c2)CCO3)CCN1Cc1ccc(F)cc1 (stereo not drawn)	-3	98	-9	2	7
2	90	-4	-16	Cc1nc(C)c(C(=O)C2=C(O)C(=O)N(CCN(C)C)C2c2cccs2)s1 (stereo not drawn)	19	92	10	-1	15
-13	20*	4	-13	O/C(=C\c1nc2ccccc2nc1/C=C(\O)c1ccccc1)c1ccccc1	11	81	-2	9	5
-1	104	0	0	CCOC(=O)CNc1ncc(C(F)(F)F)cc1Cl	-5	109	5	0	-3
-2	93	0	-4	CCOC(=O)N1CCC(NC(=O)c2ccc3c(c2)N=C(CC)c2ccccc2S3)CC1	3	94	13	-1	-4
-1	105	1	-24	N#Cc1c(NC(=O)/C=C/c2ccco2)sc2c1CCCC2	1	99	23	12	40
·	101	-1	-7	CCCN1CN=C(Nc2nc3ccccc3o2)NC1	3	103	21	2	1
-1	121	-1	-2	Cc1cc(C)c(OCCCCN(C)Cc2ccccc2)c(C)c1	2	107	22	4	-11
-3	100	-4	-10	CCOc1ccccc1N1CC(C(=O)Nc2cccc(S(=O)(=O)N3CCCCC3)c2)CC1=O (stereo not drawn)	1	103	1	1	12
2	103	2	-5	COc1ccccc1NC(=O)N1CCN(c2ncccn2)CC1	22	103	2	3	10
0	105	-5	-1	CCCC[C@@H]1CNC(=S)N1CC1CCCCC1	·	108	·	2	12
4	104	-5	-14	CCC(C)Oc1ccccc1C1CC(=O)NC2=C1C(=O)CCC2 (stereo not drawn)	-9	102	15	1	27
4	86	2	2	COc1cc(O)oc1C=Nc1ccc(C(F)(F)F)cc1	-1	94	0	0	21
-4	97	4	1	O=C(O)C1=C[C@H](c2coc3ccccc3c2=O)C[C@H](OCCCCO)O1	3	100	6	4	16
-1&-1	97&98	-2&7	-13&1	COc1ccccc1OCC(=O)O	4&7	89&113	6&-11	-7&3	5&-1
0	95	2	-18	O=C(O)c1ccc(N2C(=O)C3ON(c4ccccc4)C(c4ccccc4F)C3C2=O)cc1 (stereo not drawn)	-6	90	16	-8	21
5	106	8	-12	COc1ccccc1OCCCCN1CCC(C)CC1	1	98	18	10	-10
5	100	2	-7	O=C(N/N=C/c1ccc(O)cc1)c1cncc(Br)c1	8	102	26	13	24
-4	99	1	6	Cc1ccc(NC(=O)C2CCN(S(=O)(=O)c3c(C)noc3C)CC2)cc1C	-7	104	12	0	-4
0	102	0	-20	CCC(C)C1NC(=S)N(C2CCCCC2)C1=O (stereo not drawn)	-7	102	8	0	17
-2	98	-1	-18	Cc1ccc(OCc2nc(C#N)c(N3CCCCC3)o2)cc1	5	103	35	6	-4
5	0.0*[inhibitor]	3	-8	CC(C)(C)c1cnnn1-c1ccc(NC(=O)c2ccc(Br)o2)cc1	-1	1.0*[inhibitor]	7	-41	2
11	105	-8	14	O=C(Oc1c(CN2CCOCC2)cc(Cl)c2cccnc12)c1ccccc1Cl	5	102	7	3	-45
5	90	2	-7	COc1ccc(N(CC(O)Cn2c3ccccc3c3ccccc32)S(=O)(=O)c2ccccc2)cc1 (stereo not drawn)	-7	87	10	-9	-30
-4	106	8	-1	Cc1ccsc1/C=N/n1cnc2sc(C)c(C)c2c1=O	-2	103	19	3	30
4	105	0	14	O=C(c1ccc(OC2CCN(Cc3ccccc3O)CC2)cc1)N1CCCCC1	4	99	3	5	14
6	99	2	-17	O=C(Nc1nc2ccccc2n1Cc1ccccc1)c1ccc(COc2ccccc2[N+](=O)[O-])o1	8	102	-3	8	-1
0	93	4	-12	Cc1nnc(Sc2c(-c3ccccc3)c3ccc(Cl)cc3[nH]c2=O)s1	2	94	12	-5	20

# Four compounds drawn at random from those above:
IDE act	MEKK2 WT-MEK5	IDE inh	pCIP destab	SMILES	PfM18AAP inh	MEKK3 PB1 HTS	NALP1 inh	MEKK2mut PB1 HTS	UBC9 SUMO inh
0	102	0	-20	CCC(C)C1NC(=S)N(C2CCCCC2)C1=O (stereo not drawn)	-7	102	8	0	17
-4	106	8	-1	Cc1ccsc1/C=N/n1cnc2sc(C)c(C)c2c1=O	-2	103	19	3	30
5	106	8	-12	COc1ccccc1OCCCCN1CCC(C)CC1	1	98	18	10	-10
6	99	2	-17	O=C(Nc1nc2ccccc2n1Cc1ccccc1)c1ccc(COc2ccccc2[N+](=O)[O-])o1	8	102	-3	8	-1

# Further results follow:
IDE act	MEKK2 WT-MEK5	IDE inh	pCIP destab	SMILES	PfM18AAP inh	MEKK3 PB1 HTS	NALP1 inh	MEKK2mut PB1 HTS	UBC9 SUMO inh
-4	107	1	-11	COc1ccc(/C=N/NC(=O)C(=O)N2CCCCCC2)cc1O	1	103	-3	7	2
3	98	9	12	O=C(NC1CCCCC1)C(=S)N1CCCC1	1	103	-5	-1	0
7	104	1	-4	Cc1cc(S(=O)(=O)Nc2cccnc2)c(Cl)cc1Cl	2	102	-4	2	12
-5	107	0	-12	Fc1ccc(NC(=S)Nc2cccc3ccccc23)cc1	14	105	-11	3	97
8	·	0	-7	O=C(Nc1ccc(S(=O)(=O)N2CCCC2)cc1)c1ccc(CN2CCOCC2)cc1	-4	·	11	·	19
4	99	2	7	O=C(Nc1ccc(N2CCCC2)c(Cl)c1)c1ccc(Br)o1	-10	101	33	3	19
0	94	2	-6	Cc1ccc(-c2csc(NC(=S)NC(=O)c3ccco3)n2)cc1	-1	92	20	-3	8
2	98	10	6	COCCSc1nnc(NC(=O)C2CCN(C(=O)c3ccco3)CC2)s1	-5	98	-4	0	2
5	100	-2	22	O/N=C1\CC/C(=N\O)c2nn(-c3ccccc3Cl)nc21	0	101	20	-1	20
2	87	6	-12	COc1cccc(CC(=O)N2CCN(c3ccccc3[N+](=O)[O-])CC2)c1	-7	88	-2	-3	5
4	100	-4	0	CNc1oc(-c2ccccc2Cl)nc1C#N	-5	102	15	4	26
4	·	4	-4	C/C=C/c1ccc(OCCCn2cncn2)c(OC)c1	17	·	17	·	8
0	96	3	-11	Cc1onc(-c2ccccc2Cl)c1C(=O)NCc1ccco1	10	100	6	-1	66
4	101	0	-19	Cc1onc(-c2ccccc2Cl)c1C(=O)Nc1ccccc1C(N)=O	-10	103	-5	4	5
8	105	0	-8	CCOC(=O)Cn1nc(NC(=O)c2ccc(C(=O)OC)cc2)cc1C	-4	103	9	1	18
-3	101	4	13	COc1cc(C(=O)NCC(=O)OCCN2C(=O)c3ccccc3C2=O)cc(OC)c1OC	0	101	-12	3	-3
-5	97	6	-17	CN1CCc2c(sc(NC(=O)c3ccc(S(=O)(=O)N4CCCC4)cc3)c2C(N)=O)C1	26	96	13	3	4
6	102	-9	-8	O=C(Nc1cc([N+](=O)[O-])ccc1F)C1CC1	-1	130*	24	1	5
10	98	-6	-8	NNC(=O)c1cc(-c2ccc(O)cc2)nc2ccc(Br)cc12	11	102	-3	3	1
1	85	-2	0	Cc1ccc([N+](=O)[O-])cc1N1C(=O)CS/C1=N\NC(=O)c1cccnc1	-3	92	21	-5	19
3	·	-1	5	C=CCC1(O)C(=O)N2C(=C1C(=O)OCC)c1ccc3ccccc3c1CC2(C)C (stereo not drawn)	-4	·	-8	·	1
1	98	-4	-20	O=C(NCCCn1ncc2ccccc21)c1cc(COc2c(F)cccc2F)on1	8	108	-9	1	4
9	98	-2	-11	CCCC1=C(C(=O)OCC)C(c2cccnc2)n2nc(C)nc2N1 (stereo not drawn)	2	98	·	-2	9
4	97	1	-2	Cc1ccc(C2/C(=C(/O)c3ccc4c(c3)CC(C)O4)C(=O)C(=O)N2CCCn2ccnc2)cc1 (stereo not drawn)	3	99	4	0	-1
4	93	-2	0	COc1ccc(C2C(C#N)=C(N)Oc3cc(C)[nH]c(=O)c32)c(OC)c1OC (stereo not drawn)	9	94	-7	-3	7
-1	104	·	10	Cc1cccc(C(=O)Nc2cccc3cccnc23)c1	-2	104	20	-2	-2
-13	106	1	-11	Cc1cc(OCc2cc(C(=O)N(C)C3CCOC3)no2)cc(C)c1Cl (stereo not drawn)	0	101	18	-1	-2
7	100	3	-1	COC(=O)CSc1nc2cc3c(cc2cc1C)OCCO3	-3	100	0	4	-7
-1	99	3	-4	CCCCOc1c(C(=O)Nc2ccccc2)nnn1-c1ccccc1	0	103	-5	8	9
·	115	-3	-13	CCOC(=O)C1=C(C)NC(=O)C1CC(=O)Nc1ccccc1 (stereo not drawn)	2	125*	0	6	-10
2	107	5	-4	CCOc1ccc(N2C(N)=NC(N)=NC2(C)C)cc1	5	111	7	15	9
-3	92	4	0	CCCCC(=O)NNC(=S)NCc1ccccc1	5	95	-24	-3	-2
-2	94	8	6	Cc1cc(Cl)c(S(=O)(=O)N2CCN(c3cccc(C)c3C)CC2)cc1OCC(N)=O	-1	105	2	0	-15
1	105	-8	11	Cc1cc(OCCOc2cccc3cccnc23)c(C)cc1Cl	5	101	10	4	-5
1	107	4	·	NCCCC[C@H]1CN=C(N)N1CC1CCCCC1	·	107	·	4	·
2	108	3	-2	COc1cc(OC)cc(C(=O)Nc2cccnc2)c1	0	107	-10	8	17
·	173*	8	15	N=c1n(CCN2CCCCC2)c2ccccc2n1CC(=O)c1ccc(Cl)c(Cl)c1	2	102	25	28	-4
-3	103	0	11	COC(=O)c1cccc(NC(=O)CSc2nnc(C)n2C)c1	-8	100	0	-5	12
-5	97	-4	-1	Clc1nc(Oc2ccccc2)nc(-c2cn(-c3ccccc3)c3ccccc23)n1	-8	99	9	1	6
3	111	-1	0	CCCCNC(=O)c1onc(CSc2ccccc2)c1C(=O)O	-1	109	-12	6	3
8&2	108	2	-8	Cc1c(Cl)cccc1Nc1ncccc1C(=O)O	6	103	9	5	-3
3	97	·	0	COCC(=O)N/N=C\c1ccc(OC/C=C/c2ccccc2)c(OC)c1	-9	103	8	-2	19
-6	102	1	-11	Cc1ccc(NC(=O)CSC2=NN3CCCC(=O)N=C3S2)cc1Cl	2	106	-8	1	9
1&0	104	-1	-1	Cc1ccc(S(=O)(=O)N2CCN(CC(=O)NC3CCCc4ccccc43)CC2)cc1C (stereo not drawn)	-3	102	24	1	4
·	·	·	1	Cn1c(=O)[nH]c(=O)c2c1nc(Br)n2CCCc1ccccc1	2	·	8	·	18
5	89	2	-5	O=C1/C(=C/c2cccs2)SC(=S)N1c1ccccc1	1	93	-10	-7	8
